ABHD5-PLIN5 inh: ABHD5-PLIN5 protein interaction inhibition; Q00G26+Q8WTS1; Split G. princeps luciferase complementation, luminescence, 4 h; inhibition, % at 4 µM; 0.78% of 360,000 active; AID 602281;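 active means inhibition above the mean inhibition across every tested compound plus 3 SD, cut at about 22% in these data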;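 further: 0% = DMSO only wells and the 100% control is not disclosed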
SRC1 inh: inhibitors of human steroid receptor coactivator 1 (SRC1); Q15788; HEK293 GAL4-SRC1 luciferase reporter, luminescence; 0.12% of 360,000 active; inhibition, % at 3.6 µM;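 active means inhibition above the campaign mean plus 3 SD, with each screening campaign given its own cutoff, cut at about 60% in these data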;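 further: 0% = DMSO treated cells and 100% = gossypol at 36 µM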
MC4R antag cAMP: blocks human MC4R cAMP signaling | 0.48% of 360,000 active | MC4R-expressing cells, MTII-stimulated cAMP, LANCE TR-FRET | inhibition, % at 6.5 µM | AID 540295;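 active means inhibition above its plate's cutoff, the mean of tested wells on that plate plus 3 SD, cut at about 29% in these data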;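 further: 0% = Melanotan II alone and 100% = Melanotan II plus saturating MCL0020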
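Material: human MC4R-expressing U2OS cells. Probe or stimulus: Melanotan II challenge. Dosing: 6.5 µM single dose. Times: 30-min compound, 1-h challenge, 1-h detection, room temperature. Technique: TR-FRET with Eu-cAMP and labeled anti-cAMP, 671 nm. Replication: singlicate.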
LRH-1 inv ag: suppresses constitutive activity of human LRH-1; 0.13% of 360,000 active; O00482; inhibition, % at 3.6 µM; HEK293T StAR-luciferase reporter, LRH-1 transfected, 24 h;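 active means inhibition above the mean inhibition of all tested compounds plus 3 SD, cut at about 73% in these data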;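 further: 0% = DMSO wells and 100% = reporter-only cells lacking LRH-1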
EBV LMP1 NFkB: reduces LMP1-driven NF-kappaB luciferase signal. LMP1-induced NF-kappaB luciferase reporter cells, luminescence. inhibition, % at 12.5 µM. 0.69% of 350,000 active; in the data active means inhibition above about 41%;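 further: 0% = neutral control wells and 100% = reference inhibitor control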
NCOA3 inh: inhibitors of human steroid receptor coactivator 3 (SRC3). 0.17% of 360,000 active. HEK293 GAL4-SRC3 luciferase reporter, luminescence. AID 588352. inhibition, % at 3.6 µM;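 active means inhibition above a per-campaign cutoff, the mean of all compounds plus 3 SD, cut at about 60% in these data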;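 further: 0% = DMSO-treated cells and 100% = gossypol-treated cells at 36 µM; higher means less SRC3-driven luciferase light from the GAL4 reporter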
Target sequence (Q9Y6Q9 whole entry, looked up, the tested form may be a part): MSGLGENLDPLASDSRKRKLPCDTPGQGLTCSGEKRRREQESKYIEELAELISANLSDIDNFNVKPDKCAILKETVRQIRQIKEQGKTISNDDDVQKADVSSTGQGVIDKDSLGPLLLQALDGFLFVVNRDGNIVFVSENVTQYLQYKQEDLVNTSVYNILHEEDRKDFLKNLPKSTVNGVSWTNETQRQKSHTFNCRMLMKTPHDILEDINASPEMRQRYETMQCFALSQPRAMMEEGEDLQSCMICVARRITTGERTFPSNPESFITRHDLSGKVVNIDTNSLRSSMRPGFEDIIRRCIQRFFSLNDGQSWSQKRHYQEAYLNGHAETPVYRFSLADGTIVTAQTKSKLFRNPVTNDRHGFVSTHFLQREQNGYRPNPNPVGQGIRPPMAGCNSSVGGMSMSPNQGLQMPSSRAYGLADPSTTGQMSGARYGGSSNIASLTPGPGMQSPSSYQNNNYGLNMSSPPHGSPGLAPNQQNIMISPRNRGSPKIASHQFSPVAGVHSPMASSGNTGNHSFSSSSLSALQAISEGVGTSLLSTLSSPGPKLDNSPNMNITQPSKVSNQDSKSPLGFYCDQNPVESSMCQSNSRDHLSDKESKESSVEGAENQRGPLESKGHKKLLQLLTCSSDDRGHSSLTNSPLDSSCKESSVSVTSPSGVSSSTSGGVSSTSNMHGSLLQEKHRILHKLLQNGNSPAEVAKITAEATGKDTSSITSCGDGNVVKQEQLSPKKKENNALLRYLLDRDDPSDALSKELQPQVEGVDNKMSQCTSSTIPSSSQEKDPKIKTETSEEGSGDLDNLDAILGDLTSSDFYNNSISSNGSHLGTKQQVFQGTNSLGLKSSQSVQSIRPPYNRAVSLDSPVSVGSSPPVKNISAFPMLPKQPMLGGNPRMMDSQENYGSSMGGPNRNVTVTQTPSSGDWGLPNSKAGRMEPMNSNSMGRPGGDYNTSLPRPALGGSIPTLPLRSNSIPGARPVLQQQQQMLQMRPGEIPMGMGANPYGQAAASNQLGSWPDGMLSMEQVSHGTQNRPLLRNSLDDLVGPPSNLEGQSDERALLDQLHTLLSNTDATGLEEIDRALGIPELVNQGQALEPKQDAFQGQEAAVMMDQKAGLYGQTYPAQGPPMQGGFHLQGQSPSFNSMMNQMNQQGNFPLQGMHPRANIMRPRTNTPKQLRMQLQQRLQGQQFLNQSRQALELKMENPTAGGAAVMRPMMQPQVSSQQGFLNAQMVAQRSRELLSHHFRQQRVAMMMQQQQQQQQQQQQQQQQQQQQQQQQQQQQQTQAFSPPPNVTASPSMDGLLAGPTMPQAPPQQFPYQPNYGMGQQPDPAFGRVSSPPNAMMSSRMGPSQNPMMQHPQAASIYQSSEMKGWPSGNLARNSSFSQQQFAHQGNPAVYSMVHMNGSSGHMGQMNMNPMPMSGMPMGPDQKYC
TLR9-MyD88 inh: blocks human TLR9 binding to MyD88. Q9NR96+Q99836. CHO BLA complementation TLR9-MyD88, CCF4 FRET ratio. inhibition, % at 4.98 µM. 0.21% of 340,000 active. AID 504734;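 active means inhibition above the mean over all tested compounds plus 3 SD, cut at about 21% in these data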;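 further: 0% = DMSO only wells and 100% = clavulanate BLA inhibitor control wells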
NOD2-RIPK2 inh: NOD2-RIPK2 protein interaction inhibition | O43353 | inhibition, % at 4.98 µM | 0.38% of 360,000 active | CHO BLA complementation NOD2-RIPK2, CCF4 ratio | AID 624267; in the data active means inhibition above about 21%;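 further: 0% = vehicle only and 100% = reference blocker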
NR2F2 inh: blocks human COUP-TFII nuclear receptor | AID 686940 | P24468 | inhibition, % at 8.6 µM | HEK293T NGFI-A luciferase reporter, luminescence | 0.7% of 370,000 active;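 active means inhibition above a per-plate cutoff, mean inhibition of test wells between control levels plus 3 SD, cut at about 38% in these data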;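 further: cells cotransfected with COUP-TFII expression vector driving the NGFI-A reporter; 0% = median of COUP-TF2 test wells and 100% = reporter-only cells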
MC4R ag barr: human MC4R agonism via beta-arrestin; activation, % at 8.9 µM; P32245; U2OS MC4R beta-arrestin complementation, luminescence; percent of melanotan II response, DMSO zero; 0.98% of 360,000 active;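 active means activation above a per-plate cutoff, the mean activation of sample wells on that plate plus 3 SD, cut at about 8% in these data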
NCOA2 inhibitor: inhibits human steroid receptor coactivator 2; Q15596; HEK293 GAL4-SRC2 luciferase reporter, luminescence; inhibition, % at 9 µM; 0.17% of 370,000 active;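 active means inhibition above the mean inhibition of all tested compounds plus 3 SD, set per campaign, cut at about 52% in these data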;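 further: 0% = DMSO treated cells and 100% = cells given Gossypol at 36 µM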
Starred values were filed as active, the others as inactive.

`COc1ccc(OC)c(S(=O)(=O)NCc2csc(-c3ccccc3)n2)c1` gave ABHD5-PLIN5 inh -13, SRC1 inh -41, MC4R antag cAMP 7, LRH-1 inv ag 1, EBV LMP1 NFkB 0, NCOA3 inh 7, TLR9-MyD88 inh -3, NOD2-RIPK2 inh -6, NR2F2 inh 4, MC4R ag barr -2.0 and NCOA2 inhibitor -1.
For COc1ccccc1CNC(=O)CN1C(=O)NC(c2ccccc2)(c2ccccc2)C1=O the results were ABHD5-PLIN5 inh -8, SRC1 inh -7, MC4R antag cAMP 5, LRH-1 inv ag 16, EBV LMP1 NFkB 2, NCOA3 inh 11, TLR9-MyD88 inh -3, NOD2-RIPK2 inh 0, NR2F2 inh 0, MC4R ag barr -1.1 and NCOA2 inhibitor -5.
Screening COc1ccc(C(CNC(=O)c2oc3cc(Br)ccc3c2C)N2CCCCC2)cc1 (stereo not given) returned ABHD5-PLIN5 inh -11, SRC1 inh -12, MC4R antag cAMP 6, LRH-1 inv ag -16, EBV LMP1 NFkB -32, NCOA3 inh -11, TLR9-MyD88 inh -1, NOD2-RIPK2 inh 2, NR2F2 inh -20, MC4R ag barr -2.3 and NCOA2 inhibitor -2.
CCCCSCCCNC(=O)Nc1ccc(C)c(C)c1 was read as ABHD5-PLIN5 inh -6, SRC1 inh 11, MC4R antag cAMP 4, LRH-1 inv ag -11, EBV LMP1 NFkB 3, NCOA3 inh 21, TLR9-MyD88 inh 3, NOD2-RIPK2 inh -9, NR2F2 inh -1, MC4R ag barr -1.2 and NCOA2 inhibitor -1.
CCNC(=O)C1(C)CCN(C(=O)c2ccccc2F)C1 (stereo not given) was read as ABHD5-PLIN5 inh -8, SRC1 inh -2, MC4R antag cAMP 6, LRH-1 inv ag 5, NCOA3 inh 3, NOD2-RIPK2 inh 5, NR2F2 inh 9, MC4R ag barr 0.1 and NCOA2 inhibitor 13.
COC(=O)[C@]1(Cc2ccccc2)N[C@H](CN(C)C(=O)Nc2ccc(C(F)(F)F)cc2)[C@@H]2C(=O)N(Cc3ccccc3)C(=O)[C@@H]21 was read as ABHD5-PLIN5 inh -9, SRC1 inh -19, MC4R antag cAMP 3, LRH-1 inv ag -20, EBV LMP1 NFkB -8, NCOA3 inh -11, TLR9-MyD88 inh -14, NOD2-RIPK2 inh -1, NR2F2 inh -1, MC4R ag barr 2.2 and NCOA2 inhibitor -9.
`OC(c1ccccc1)(c1ccccc1)C1CCN(C(=S)NC2CCCC2)CC1` gave ABHD5-PLIN5 inh -12, SRC1 inh 11, MC4R antag cAMP 14, LRH-1 inv ag 17, EBV LMP1 NFkB 7, NCOA3 inh -12, TLR9-MyD88 inh 2, NOD2-RIPK2 inh -8, NR2F2 inh -3, MC4R ag barr -1.4 and NCOA2 inhibitor 27.
`O=C(c1ccc(CS(=O)Cc2ccc(Cl)cc2)o1)N1CCN(c2ccccc2F)CC1` (stereo not given) gave ABHD5-PLIN5 inh 7, SRC1 inh -3, MC4R antag cAMP -1, LRH-1 inv ag 2, EBV LMP1 NFkB 3, NCOA3 inh 11, TLR9-MyD88 inh 5, NOD2-RIPK2 inh -4, NR2F2 inh -3, MC4R ag barr 1.7 and NCOA2 inhibitor -12.
For O=C1c2ccccc2[C@@H]2C[C@@H](O)[C@H](Nc3ccccc3Cl)CCN12 the results were ABHD5-PLIN5 inh 0, SRC1 inh -1, MC4R antag cAMP -7, LRH-1 inv ag -16, EBV LMP1 NFkB -5, NCOA3 inh -9, TLR9-MyD88 inh -6, NOD2-RIPK2 inh -4, NR2F2 inh -5, MC4R ag barr -1.1 and NCOA2 inhibitor 27.
`CC(=O)Nc1ccc(C2Nc3cc(C)c(C)cc3NC3=C2C(=O)CC(C)(C)C3)cc1` (stereo not given) gave ABHD5-PLIN5 inh -12, SRC1 inh -48, MC4R antag cAMP -4, LRH-1 inv ag -45, EBV LMP1 NFkB 0, NCOA3 inh -54, TLR9-MyD88 inh 1, NOD2-RIPK2 inh 18, NR2F2 inh -24, MC4R ag barr -1.4 and NCOA2 inhibitor -25.
`O=C(Nc1ccc2c(c1)OCCO2)C1CC1c1ccccc1` (stereo not given) gave ABHD5-PLIN5 inh -3, SRC1 inh -37, MC4R antag cAMP 14, LRH-1 inv ag -76, EBV LMP1 NFkB -15, NCOA3 inh -48, TLR9-MyD88 inh -8, NOD2-RIPK2 inh -2, NR2F2 inh -22, MC4R ag barr 0.7 and NCOA2 inhibitor -2.
For COc1ccc(-c2nn(-c3ccccc3)cc2/C=N/O)cc1 the results were ABHD5-PLIN5 inh 9, SRC1 inh -12, MC4R antag cAMP -6, LRH-1 inv ag -3, EBV LMP1 NFkB -19, NCOA3 inh 6, TLR9-MyD88 inh 9, NOD2-RIPK2 inh 0, NR2F2 inh 0, MC4R ag barr 2.6 and NCOA2 inhibitor -25.
Screening COC(=O)c1ccc(CNC(=O)CNC(=O)c2sc3ccccc3c2Cl)cc1 returned ABHD5-PLIN5 inh 6, SRC1 inh -3, MC4R antag cAMP 6, LRH-1 inv ag 4, EBV LMP1 NFkB -8, NCOA3 inh 14, TLR9-MyD88 inh -4, NOD2-RIPK2 inh 4, NR2F2 inh -19, MC4R ag barr -0.5 and NCOA2 inhibitor 2.
For CCn1c(CSCc2ccc(F)cc2)nnc1SCC(=O)NCc1ccccc1 the results were ABHD5-PLIN5 inh -7, SRC1 inh -12, MC4R antag cAMP 5, LRH-1 inv ag -8, EBV LMP1 NFkB 4, NCOA3 inh 8, TLR9-MyD88 inh -1, NOD2-RIPK2 inh -16, NR2F2 inh 6, MC4R ag barr -1.3 and NCOA2 inhibitor 18.
For COc1cc(C(=O)NCCOc2ccccc2)c(Br)c(OC)c1OC the results were ABHD5-PLIN5 inh 0, SRC1 inh -16, MC4R antag cAMP 7, LRH-1 inv ag 20, EBV LMP1 NFkB -4, NCOA3 inh 6, TLR9-MyD88 inh -5, NOD2-RIPK2 inh 5, NR2F2 inh 19, MC4R ag barr -2.5 and NCOA2 inhibitor 11.
`O=C(Nc1ccc2c(c1)OCO2)C1Cc2ccccc2CN1S(=O)(=O)c1cccs1` (stereo not given) gave ABHD5-PLIN5 inh -5, SRC1 inh -37, MC4R antag cAMP -2, LRH-1 inv ag -41, EBV LMP1 NFkB -1, NCOA3 inh -22, TLR9-MyD88 inh -4, NOD2-RIPK2 inh 5, NR2F2 inh -23, MC4R ag barr -1.3 and NCOA2 inhibitor -25.
Screening CC(C)NC(=O)CSc1nnc(-c2ccc(S(=O)(=O)N3CCCC3)cc2)n1CC1CCCO1 (stereo not given) returned ABHD5-PLIN5 inh 1, SRC1 inh -1, MC4R antag cAMP 6, LRH-1 inv ag 12, EBV LMP1 NFkB 6, NCOA3 inh 5, TLR9-MyD88 inh -10, NOD2-RIPK2 inh -8, NR2F2 inh 7, MC4R ag barr -1.1 and NCOA2 inhibitor -3.
`CCOC(=O)N1CCN(Cc2nc(-c3cccc(C)c3)no2)CC1` gave ABHD5-PLIN5 inh -8, SRC1 inh -26, MC4R antag cAMP 11, LRH-1 inv ag 0, EBV LMP1 NFkB 2, NCOA3 inh -20, TLR9-MyD88 inh 3, NOD2-RIPK2 inh -5, NR2F2 inh -3, MC4R ag barr 2.0 and NCOA2 inhibitor 0.
Screening COc1ccc(/C=C2\SC(=O)N(CCNC(=O)C3CCN(S(=O)(=O)c4cccs4)CC3)C2=O)cc1 returned ABHD5-PLIN5 inh -2, SRC1 inh -81, MC4R antag cAMP 0, LRH-1 inv ag -32, EBV LMP1 NFkB -38, NCOA3 inh -56, TLR9-MyD88 inh 9, NOD2-RIPK2 inh -2, NR2F2 inh -13, MC4R ag barr 0.7 and NCOA2 inhibitor -42.
Screening Cc1ccc(S(=O)(=O)CCC(=O)OC(C)C(=O)NC2CCCCC2C)cc1 (stereo not given) returned ABHD5-PLIN5 inh -8, SRC1 inh -22, MC4R antag cAMP 11, LRH-1 inv ag -9, EBV LMP1 NFkB -2, NCOA3 inh 5, TLR9-MyD88 inh 1, NOD2-RIPK2 inh 7, NR2F2 inh -10, MC4R ag barr -3.4 and NCOA2 inhibitor -18.
OC1(c2ccc(OC(F)F)cc2)CSC(=Nc2cccnc2)N1C1CC1 (stereo not given) was read as ABHD5-PLIN5 inh 5, SRC1 inh 8, MC4R antag cAMP 4, LRH-1 inv ag 43, EBV LMP1 NFkB 21, NCOA3 inh -7, TLR9-MyD88 inh -2, NOD2-RIPK2 inh 12, NR2F2 inh 57*, MC4R ag barr -1.9 and NCOA2 inhibitor 25.
`COc1cc(/C=C2\SC(=S)N(C(Cc3ccccc3)C(=O)O)C2=O)ccc1O` (stereo not given) gave ABHD5-PLIN5 inh 6, SRC1 inh -4, MC4R antag cAMP -6, LRH-1 inv ag 5, EBV LMP1 NFkB -1, NCOA3 inh 14, TLR9-MyD88 inh 4, NOD2-RIPK2 inh 3, NR2F2 inh 5, MC4R ag barr -1.3 and NCOA2 inhibitor 20.
Screening CCOc1ccc(NC(=O)CSc2nnc(Cc3csc(C)n3)o2)cc1 returned ABHD5-PLIN5 inh 8, SRC1 inh 7, MC4R antag cAMP -2, LRH-1 inv ag -23, EBV LMP1 NFkB -7, NCOA3 inh 8, TLR9-MyD88 inh -1, NOD2-RIPK2 inh -7, NR2F2 inh 23, MC4R ag barr -3.3 and NCOA2 inhibitor 2.
For O=C(c1ccc(-n2cncn2)c([N+](=O)[O-])c1)N1CCN(S(=O)(=O)c2ccccc2F)CC1 the results were ABHD5-PLIN5 inh 1, SRC1 inh 6, MC4R antag cAMP 3, LRH-1 inv ag -2, EBV LMP1 NFkB 13, NCOA3 inh 12, TLR9-MyD88 inh 1, NOD2-RIPK2 inh -12, NR2F2 inh 5, MC4R ag barr -3.1 and NCOA2 inhibitor -10.
COc1ccc(CC(N)c2csc(Nc3ccc(C(=O)c4ccccc4)cc3)n2)cc1 (stereo not given) was read as ABHD5-PLIN5 inh 11, SRC1 inh 11, MC4R antag cAMP 4, LRH-1 inv ag 19, NCOA3 inh 11, NOD2-RIPK2 inh 2, NR2F2 inh 6, MC4R ag barr 5.2 and NCOA2 inhibitor 17.
For COc1cccc(C(NC(C)=O)c2nc(-c3cccc(C(F)(F)F)c3)cs2)c1 (stereo not given) the results were ABHD5-PLIN5 inh 1, SRC1 inh -22, MC4R antag cAMP 8, LRH-1 inv ag -22, NCOA3 inh -12, NOD2-RIPK2 inh 9, NR2F2 inh -4, MC4R ag barr -2.7 and NCOA2 inhibitor -11.
For COc1ccc(-c2cnn3c4c(c(C)nc23)CCN4C2CCCC2)cc1OC the results were ABHD5-PLIN5 inh 10, SRC1 inh 11, MC4R antag cAMP 2, LRH-1 inv ag 12, EBV LMP1 NFkB 16, NCOA3 inh 22, TLR9-MyD88 inh 2, NOD2-RIPK2 inh -13, NR2F2 inh -7, MC4R ag barr 0.6 and NCOA2 inhibitor -8.

This is a subset, so the mix of outcomes need not match the whole.
